CF NFkB inh: cystic fibrosis NF-kB activation inhibition; KKLEB NF-kB-GFP reporter, PAF-induced, GFP fluorescence overnight; inhibition, % at 5 µM; 360,000 tested, 0.86% active;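 active = at least 50% inhibition at 5 µM, scaled per plate between neutral and stimulator controls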;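 also: PAF is a Pseudomonas aeruginosa culture filtrate used as stimulus; plate controls were PAF-stimulated DMSO wells for no effect and unstimulated DMSO wells for full effect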
SRC3 inh: inhibitors of human steroid receptor coactivator 3 (SRC3). Q9Y6Q9. 360,000 tested, 0.17% active. inhibition, % at 3.6 µM. AID 588352. HEK293 GAL4-SRC3 luciferase reporter, luminescence;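 active = inhibition above a per-campaign cutoff, the mean of all compounds plus 3 SD, cut at about 60% in these data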;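 also: 0% = DMSO-treated cells and 100% = gossypol-treated cells at 36 µM; higher means less SRC3-driven luciferase light from the GAL4 reporter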
TRAIL sens C8: caspase-8 TRAIL sensitization. NB7+C8 cells + TRAIL, ATPlite viability luminescence. inhibition (viability loss, TRAIL sensitization), % at 10 µM. 360,000 tested, 1% active;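 active = compounds causing at least 50% loss of cell viability in the single-dose screen, relative to plate controls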
EBV LMP1 NFkB: inhibitors of Epstein-Barr LMP1-induced NF-kappaB reporter; LMP1-induced NF-kappaB luciferase reporter cells, luminescence; inhibition, % at 12.5 µM; 350,000 tested, 0.69% active; in the data active = inhibition above about 41%;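 also: 0% = neutral control wells and 100% = reference inhibitor control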
TROY signal inh: TROY signaling inhibition; Q293 LMP1-TROYcd NF-kB luciferase reporter, 4 h; inhibition, % at 10 µM; 360,000 tested, 0.98% active;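 active = compounds whose plate-normalised and pattern-corrected inhibition of the luciferase reporter signal at the single screening dose is 50% or more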
NCOA2 inhibitor: inhibits human steroid receptor coactivator 2. Q15596. HEK293 GAL4-SRC2 luciferase reporter, luminescence. inhibition, % at 9 µM. 370,000 tested, 0.17% active;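 active = inhibition above the mean inhibition of all tested compounds plus 3 SD, set per campaign, cut at about 52% in these data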;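 also: 0% = DMSO treated cells and 100% = cells given Gossypol at 36 µM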
TWEAK-Fn14 inh: blocks TWEAK-Fn14 interaction in a reporter cell assay; TWEAK-stimulated Fn14 reporter cells, luciferase luminescence, 8 h; inhibition, % at 10 µM; 360,000 tested, 2% active; AID 1159606; in the data active = inhibition above about 50%
SRC1 inh: inhibits human SRC1 coactivator; Q15788; HEK293 GAL4-SRC1 luciferase reporter, luminescence; inhibition, % at 3.6 µM; 360,000 tested, 0.12% active; AID 588354;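 active = inhibition above the campaign mean plus 3 SD, with each screening campaign given its own cutoff, cut at about 60% in these data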;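 also: 0% = DMSO treated cells and 100% = gossypol at 36 µM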
NR2F2 inh: NR2F2 (human) inhibition, primary screen; P24468; HEK293T NGFI-A luciferase reporter, luminescence; inhibition, % at 8.6 µM; 370,000 tested, 0.7% active; AID 686940;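 active = inhibition above a per-plate cutoff, mean inhibition of test wells between control levels plus 3 SD, cut at about 38% in these data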;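 also: cells cotransfected with COUP-TFII expression vector driving the NGFI-A reporter; 0% = median of COUP-TF2 test wells and 100% = reporter-only cells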
Target sequence (P24468 whole entry, looked up): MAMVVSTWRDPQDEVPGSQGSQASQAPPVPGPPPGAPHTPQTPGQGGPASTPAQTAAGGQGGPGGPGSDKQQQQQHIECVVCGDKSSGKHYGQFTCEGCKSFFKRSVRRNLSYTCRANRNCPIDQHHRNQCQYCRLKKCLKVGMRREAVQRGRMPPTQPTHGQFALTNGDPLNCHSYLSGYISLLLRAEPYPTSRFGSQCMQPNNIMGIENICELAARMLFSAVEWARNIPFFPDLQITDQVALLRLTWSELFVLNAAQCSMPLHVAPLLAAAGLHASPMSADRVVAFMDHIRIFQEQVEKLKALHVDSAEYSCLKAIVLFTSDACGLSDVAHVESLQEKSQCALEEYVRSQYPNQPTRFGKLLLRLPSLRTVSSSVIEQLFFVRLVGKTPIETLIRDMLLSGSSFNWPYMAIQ
NR5A2 inv ag: NR5A2 inverse agonism in reporter assay. O00482. HEK293T StAR-luciferase reporter, LRH-1 transfected, 24 h. inhibition, % at 3.6 µM. 360,000 tested, 0.13% active. AID 602396;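 active = inhibition above the mean inhibition of all tested compounds plus 3 SD, cut at about 73% in these data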;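 also: 0% = DMSO wells and 100% = reporter-only cells lacking LRH-1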
Target sequence (O00482 whole entry, looked up): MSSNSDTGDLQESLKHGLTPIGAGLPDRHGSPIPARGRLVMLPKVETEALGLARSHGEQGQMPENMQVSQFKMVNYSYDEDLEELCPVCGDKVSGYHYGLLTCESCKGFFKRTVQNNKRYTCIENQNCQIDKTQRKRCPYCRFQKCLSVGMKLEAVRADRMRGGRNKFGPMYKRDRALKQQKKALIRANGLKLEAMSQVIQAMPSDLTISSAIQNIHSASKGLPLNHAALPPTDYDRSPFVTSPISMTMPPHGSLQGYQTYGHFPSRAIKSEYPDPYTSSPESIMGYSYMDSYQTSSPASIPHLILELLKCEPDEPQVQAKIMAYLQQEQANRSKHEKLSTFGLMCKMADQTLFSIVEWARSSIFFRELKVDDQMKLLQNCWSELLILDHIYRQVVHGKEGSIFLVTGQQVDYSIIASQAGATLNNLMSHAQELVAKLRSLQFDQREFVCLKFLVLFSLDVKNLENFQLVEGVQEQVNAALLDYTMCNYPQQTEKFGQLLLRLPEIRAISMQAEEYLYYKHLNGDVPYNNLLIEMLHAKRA
KKLEB cytotox: reduces viability of KKLEB cystic fibrosis airway cells; KKLEB CF airway cells viability, ATPlite luminescence, overnight; active compounds read low; cells stimulated with P. aeruginosa culture filtrate; activity change (cytotoxicity), % at 5 µM; 360,000 tested, 0.36% active;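 active = corrected activity change at or below -50% at 5 µM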
* hit, by the source's call; nt = no result given.

smiles	TRAIL sens C8	NCOA2 inhibitor	TROY signal inh	EBV LMP1 NFkB	SRC1 inh	KKLEB cytotox	CF NFkB inh	NR5A2 inv ag	NR2F2 inh	TWEAK-Fn14 inh	SRC3 inh
COc1ccc(/C=C/CN2CCC(n3nccc3NC(=O)C3CC3)CC2)cc1	-16	-13	-22	5	15	-2	7	-4	2	10	3
CC1=C(C(=O)N(C)C)CC(CC(=O)NCc2cccs2)C(=O)N1Cc1ccccc1 (stereo unspecified)	0	7	-7	-4	3	-21	32	9	3	11	4
O=C(Cn1nc(Cc2ccncc2)c2ccccc2c1=O)N1CCc2ccccc2C1	-4	3	-7	4	7	11	4	-30	-15	-24	-30
C#CCOCCOCCOCCNc1nc(N2CCN(C(=O)CCCCCCCCCCNC(=O)[C@@H](CCSC)n3cc(CCO)nn3)CC2)nc(N2CCN(C(=O)CCCCCCCCCCNC(=O)[C@H]([C@@H](C)CC)n3cc(CCCCN=C(N)N)nn3)CC2)n1	6	nt	-7	1	-7	13	-10	10	nt	7	-6
COc1cccc(OCC(=O)N2CCCc3ccccc32)c1	6	-38	4	-9	-15	2	-5	-21	-21	8	-14
COc1ccc(NC(=O)CSc2nc(NS(=O)(=O)c3ccccc3)cc(=O)[nH]2)cc1	2	-12	3	-5	-14	-4	14	-8	20	-24	3
CCN1CCN(c2ccc(S(=O)(=O)N3CCCCC3)cc2NC(=O)COc2cc(C)ccc2Cl)CC1	-1	nt	14	11	2	-8	8	-10	nt	1	-6
O=C(NCc1ccccc1)N1CCNCC1	3	10	8	5	0	11	8	-13	7	3	-9
CCC1=NN2C(=N)/C(=C\c3cccn3-c3ccc(C)c(C)c3)C(=O)N=C2S1	1	12	40	2	-5	13	-2	-3	9	7	12
O=C(COc1coc(CN2CCc3ccccc3C2)cc1=O)Nc1cccc(Cl)c1	9	-13	-11	7	-4	-7	1	-2	9	4	4
Cc1ccc(SCC(=O)NCc2cccnc2)cc1	-34	4	-2	-7	-2	-7	-15	-1	1	-2	-4
COC(=O)CNC(=O)CSc1nc2c(sc(=S)n2-c2ccccc2)c(=O)[nH]1	-10	0	5	4	-6	9	-8	1	14	6	-4
O=S(=O)(Nc1cc(F)ccc1F)c1cccc2nsnc12	-16	1	3	-6	-4	10	-3	1	0	-3	8
CCC1CCCCN1C(=O)COC(=O)c1cc(Br)ccc1Cl (stereo unspecified)	-12	-4	29	-5	-3	0	9	9	0	8	7
O=C1c2ccccc2N2C(=O)c3ccccc3[C@H]2N1c1ccccc1	-5	14	-9	9	-8	2	-14	20	2	-13	9
Cc1ccc(OCC(=O)N/N=C/c2cc([N+](=O)[O-])ccc2N2CCCCC2)cc1	11	2	3	3	9	5	16	6	1	-21	7
Cc1cccc(NC(=O)CNC(=O)CSc2ncccn2)c1C	11	-11	-19	13	-11	-5	13	-6	8	-7	10
CCOc1cc(S(=O)(=O)NC2CCCCCC2)ccc1F	-7	-18	11	5	4	0	0	2	-1	25	15
CC1CCC(NC(=O)CCNS(=O)(=O)c2ccc3c(c2)CCC(=O)N3)CC1 (stereo unspecified)	-6	1	8	7	17	-4	4	3	4	-1	-5
O=C(Nc1ccccc1)c1ncoc1-c1ccc(Cl)cc1	-17	-13	-36	-14	-7	0	-5	1	3	-27	-20
COc1ccc(NS(=O)(=O)c2cccc(C(=O)NCC(c3ccc(F)cc3)N3CCOCC3)c2)cc1 (stereo unspecified)	11	6	8	-8	1	-6	19	10	16	-6	3
CC(C)(C)c1nnc(NC(=O)c2ccc(Cl)nc2)s1	-3	-15	-48	-14	-25	4	-11	-27	7	-27	-10
CC1=NOC(=O)/C1=C\c1ccc(-c2cc(Cl)ccc2Cl)o1	42	2	2	14	-7	-28	66*	3	-1	101*	0
O=C(Oc1ccc(Br)cc1)c1n[nH]c(=O)c2ccccc12	0	-6	-32	-2	-5	10	7	15	7	-9	7
CSCC[C@@H](C(=O)Nc1ccc2c(c1)OCCO2)N1Cc2ccccc2C1=O	-5	-16	6	-7	-17	-16	9	-7	-11	24	-28
CCOC(=O)c1sc2nc(-c3ccccc3)ccc2c1N	77*	-112	41	14	-109	-7	-1	-124	-64	32	-74
COc1ccc(N2CCN(C(=O)c3ccc(OCC4CCCO4)cc3)CC2)cc1 (stereo unspecified)	-7	-34	10	-10	5	8	-14	10	1	-1	-14
N#Cc1ccc(NC(=O)C2CC(c3ccc(F)cc3)=NO2)cc1 (stereo unspecified)	7	17	-2	-3	-6	-14	-6	-8	9	8	13
O=C1CCCc2nc(N3CCCCC3)sc21	4	-74	-35	-12	-41	1	-2	-48	-30	-14	-34
Cn1cnnc1SCC(=O)N(Cc1ccc2c(c1)OCO2)C1(C(=O)NC2CCCCC2)CCCC1	-14	6	13	7	3	1	12	-9	-21	-14	10
CSC1=NC(NCCCO)c2c(sc3c2CC(C)(C)OC3)N1 (stereo unspecified)	8	-7	5	-1	-8	-8	23	24	-3	9	5
COc1cc(OC)cc(C(=O)NC2CCN(Cc3nnnn3Cc3ccc(F)cc3)CC2)c1	1	-9	-13	3	3	5	3	17	-8	17	5
COc1ccc(Cl)cc1NC(=O)COC(=O)c1cc(C)oc1C	15	-6	-20	1	-4	-6	5	2	24	-18	6
O=C(NCCc1ccccc1)C1CCN(S(=O)(=O)c2ccc(Br)s2)CC1	10	-24	-22	-17	0	6	18	2	10	6	15
CN(C(=O)CSc1nnc(-c2ccc(F)cc2)c2ccccc12)C1CCS(=O)(=O)C1 (stereo unspecified)	-10	3	-12	-4	11	1	21	4	23	-12	14
CCc1cc(=O)oc2c(C)c(OCC(=O)NCC3CCC(C(=O)O)CC3)ccc12 (stereo unspecified)	17	7	6	0	-13	0	6	-1	5	-18	19
C/C(=C/C=N/Nc1nc(N2CCCCC2)nc(N2CCCCC2)n1)c1ccccc1	-22	0	1	-16	-1	-14	-6	4	14	10	-30
O=C1CCC(C(=O)OCc2cc(Cl)ccc2OC(F)F)N1 (stereo unspecified)	-5	-18	-15	3	3	-5	5	4	-11	-3	-3
CCOc1ccc2[nH]c(C)c(CN3CCN(C)CC3)c(=O)c2c1	2	11	11	-3	-3	-2	-15	0	-6	-2	10
COc1cc(S(=O)(=O)N2CCN(C(=O)c3ccco3)CC2)c(OC)cc1C	-11	7	-3	2	-20	-1	9	7	-31	13	2
CCOC(=O)c1c(C)[nH]c(C(=O)OCC(=O)Nc2sc(C(=O)N(C)C)c(C)c2C(=O)OCC)c1C	10	-13	24	3	2	-19	30	-7	-16	6	3
COc1ccccc1NC(=O)c1ccc(NC(=O)CNC(=O)c2ccc(OC)c(OC)c2)cc1	8	-2	-3	4	-5	-5	3	-14	-8	30	10
COc1ccccc1NC(=O)c1ccc2nc(C)sc2c1	-7	-17	-59	0	-25	8	5	-39	-13	-8	-28
Cc1cc(NC(=O)c2ccc(Cl)cc2)c(C(C)C)cc1O	-4	-25	2	3	13	8	1	3	-7	-3	0
CCCCSc1[nH]c(=O)c(C(=O)OCC)cc1C#N	9	19	13	-6	2	2	5	3	2	6	12
FC(F)(F)c1ccc2c(c1)C1C=CCC1C(c1ccncc1)N2 (stereo unspecified)	-8	30	4	-7	-4	1	6	-9	7	8	8
CCC(CC)C(=O)Nc1cccc(C(=O)NCCc2ccccc2)c1	-3	-30	-17	3	-14	-5	-10	-14	-11	-17	-15
CCOC(=O)Cc1csc(NC(=O)c2ccncc2)n1	-6	16	0	10	14	-8	-6	10	8	-1	6
O=C1/C(=C/c2cccc(F)c2)SC(=S)N1NS(=O)(=O)c1ccccc1	-27	-2	-43	-15	-1	0	15	-15	7	-19	-19
CSc1nnc(-c2ccc(S(=O)(=O)N3CCCCC3)cc2)o1	-5	5	-15	-10	7	-8	21	-1	-21	-7	-7

Next results follow.
smiles	TRAIL sens C8	NCOA2 inhibitor	TROY signal inh	EBV LMP1 NFkB	SRC1 inh	KKLEB cytotox	CF NFkB inh	NR5A2 inv ag	NR2F2 inh	TWEAK-Fn14 inh	SRC3 inh
O=C(COC(=O)c1cnccn1)c1ccc(C2CCCCC2)cc1	-21	1	-4	-5	8	-7	5	4	12	-9	-26
Cc1nnc(SCC(=O)Nc2cc(S(=O)(=O)N3CCOCC3)ccc2C)s1	4	6	8	1	2	8	-9	-14	12	0	7
C=CCNC(=O)c1cc2nc(C3CC3)cc(C(F)F)n2n1	-6	6	-21	-4	3	-1	-7	-2	0	14	1
O=C(CCCc1ccccc1)Nc1nccs1	-10	-22	39	-2	-1	6	-14	-11	-6	-8	8
Cc1ccc2[nH]c(C(=O)O)c(NC(=O)c3ccccc3[N+](=O)[O-])c2c1	-2	1	-3	-6	-12	7	8	14	1	5	-7
CCc1ccccc1OCC(=O)Nc1ccc(C)c(S(=O)(=O)N2CCCCCC2)c1	2	-15	3	14	4	12	11	-1	17	13	15
Cc1[nH]c2ccccc2c1/C=N/NC(=O)CNC(=O)c1ccco1	-22	10	4	7	-5	18	-4	8	13	0	9
O=C(Cc1ccc(Cl)cc1Cl)Nc1ccc(OC(F)F)c(Cl)c1	-1	16	40	-6	2	8	5	4	-3	6	8
CCN(/N=C/c1ccc(N(C)C)cc1)c1nc2ccccc2[nH]1	-2	8	-52	-4	-24	0	-13	9	5	-26	-5
CCC(CC)C(=O)N1CCCC(c2nc(-c3cccs3)no2)C1 (stereo unspecified)	9	-2	-28	-7	-24	14	-7	-17	-9	-24	1
O=C(C[C@@H]1C/C=C\CCC(=O)OC[C@H](Cc2ccccc2)NC1=O)N[C@@H](CO)Cc1ccccc1	-10	-4	10	-1	-22	15	0	1	-1	2	1
O=C(Nc1nc(-c2ccc(F)c(F)c2)cs1)C1=COCCO1	8	-37	-29	-3	-59	4	-26	-61	-11	-15	-37
Cc1ccc[n+](-c2[nH]c(=O)sc2/C=N/NC(=O)c2ccccc2[O-])c1	-4	-8	-27	-4	-2	-2	-11	-14	-11	-16	5
CC(=O)Oc1ccc(NC(=O)Cc2ccccc2)cc1	-1	2	3	1	-5	-23	-3	9	-9	1	-10
Nc1ncnc(N2CCOCC2)n1	-11	0	9	1	-22	-14	24	-8	-7	17	7
CCOC(=O)c1sc(NC(=O)COC(=O)C(CCSC)NC(C)=O)nc1C (stereo unspecified)	0	6	-10	2	-41	-4	-3	-6	-2	5	8
CCCc1nc2c(c(=O)c3ccccc3n2C)c(=O)n1-c1cc(C)cc(C)c1	2	-19	-90	-12	-8	1	-16	-15	-6	-42	-12
Cc1ccc(-n2c(=O)c3ccccc3n(CC(=O)C(C)(C)C)c2=O)cc1	-10	-7	19	3	4	-12	11	5	8	1	9
COc1ccc(-c2nnc(COc3ccc4ccccc4c3)o2)cc1OC	-8	4	10	4	0	1	-11	-4	-8	-31	9

Screening results deposited in PubChem by several laboratories.
